# Screening results from PubChem BioAssay.
# RGS4 pot: RGS4 potentiation or activation; hit rate 0.92% among 310,000; B-score at 10 µM; HEK293 M3R/inducible RGS4, carbachol calcium flux Fluo4; active compounds read low;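 active means B-score of the integrated calcium signal more than 4 SD below the library mean, with starting fluorescence not abnormally high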;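 further: negative B-score means reduced calcium response which marks RGS4 activation or potentiation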
#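 System – HEK293 FlpIn-TREx cells, stable M3R, doxycycline-inducible RGS4 · Reagent – ECmax carbachol challenge · Times – compound preincubation 20 min at room temperature before agonist · Technique – Fluo4 fluorescence kinetic imaging of calcium · Measure – B score of integrated Fluo4 ratio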
# GSK3beta inhib: blocks human GSK3beta kinase activity. P49841. GST-GSK3beta kinase, ADP-Glo luminescence, 60 min; active compounds read low. activity score (negative = inhibition), % at 10 µM. hit rate 0.038% among 300,000. AID 2097;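 active means more than half of replicate wells score below -50%, meaning over 50% inhibition versus plate controls; inconclusive means some replicates but at most half score below -50%; inactive means no replicate scores below -50%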;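 further: 0% = median DMSO wells and -100% = median GW8510 positive control wells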
# Target sequence (P49841 whole entry, looked up): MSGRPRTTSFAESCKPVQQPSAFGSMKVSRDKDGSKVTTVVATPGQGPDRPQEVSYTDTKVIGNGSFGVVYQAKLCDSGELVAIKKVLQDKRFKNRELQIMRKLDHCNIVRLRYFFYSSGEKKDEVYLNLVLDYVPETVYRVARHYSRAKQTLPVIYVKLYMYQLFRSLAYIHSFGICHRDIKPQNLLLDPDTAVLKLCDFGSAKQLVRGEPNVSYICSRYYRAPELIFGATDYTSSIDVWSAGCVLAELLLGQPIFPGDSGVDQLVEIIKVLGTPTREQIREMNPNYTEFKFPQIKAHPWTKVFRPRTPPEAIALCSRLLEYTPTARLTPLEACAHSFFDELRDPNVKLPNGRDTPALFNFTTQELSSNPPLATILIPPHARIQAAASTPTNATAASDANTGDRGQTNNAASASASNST
#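 Test system: GST-tagged human GSK3beta kinase, cell-free; evaluation: activity score scaled between in-plate DMSO and GW8510 controls; measured by: ADP-Glo luminescence; incubation: 60 min reaction, RT; benchmarks: DMSO and 20 µM GW8510; reagent: peptide substrate plus 25 µM ATP (final); medium: Tris/MgCl2 kinase buffer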
# GSK3A inh: human GSK-3 alpha kinase inhibition; P49840; ADP-Glo luminescence, 60 min; hit rate 0.1% among 320,000; AID 2650; inhibition, % at 10 µM;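 in the data active means inhibition above about 50%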;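 further: GST-tagged GSK-3 alpha with peptide substrate and 25 µM ATP; 0% = DMSO neutral wells and 100% = GW8510 positive control wells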
# KCNK9 inh: blocks the human KCNK9 two-pore domain potassium channel. AID 488922. HEK293 KCNK9, FluxOR thallium flux fluorescence; active compounds read low. hit rate 1.2% among 310,000. Q9NPC2. B-score at 10 µM;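 active means ratio B-score over 3 SD below the library mean, with starting fluorescence within 5 SD of its mean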;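 further: negative B-score means less thallium flux so channel inhibition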
# hERG protect: shields human hERG channel from block by proarrhythmic agents. Q12809. CHO-hERG, FluxOR thallium flux, dofetilide IC70 present. activation (rescue from dofetilide block), less the hit threshold, % at 10 µM. hit rate 0.51% among 310,000. AID 1511;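 active means activation above the mean of controls blocked by dofetilide plus 5 SD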;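 further: thallium influx through hERG after potassium depolarization seen as dye fluorescence rise; in these data hits start at about 4.7%; inactives centre near -7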
# KCNK3 inh: human KCNK3 channel inhibition, primary screen; O14649; CHO-KCNK3 thallium flux, FluxOR fluorescence; active compounds read low; B-score at 10 µM; hit rate 0.84% among 340,000;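 active means B-score under library mean minus 4 SD, starting fluorescence ratio at most library mean plus 5 SD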;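 further: more negative B-score means stronger inhibition of thallium flux through KCNK3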
# PolyA inh: yeast polyadenylation inhibition; hit rate 0.02% among 300,000; AID 1875; calls only at 12 µM; S. cerevisiae SKY197-pL101 polyadenylation reporter, beta-gal luminescence; efflux-impaired pdr1/pdr3 knockout yeast; score 100 = 6 SD above DMSO;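 active means lowest replicate activity score at least 50, where 100 means six control SD above control mean; inconclusive means lowest score under 50 but half or more replicates reach 50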;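 further: yeast exposed to compound for 9 h at 30 °C; higher score means more reporter readthrough which indicates perturbed polyadenylation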
# DYRK1A inh: Dyrk1A (rat) kinase inhibition; Q63470; ADP-Glo luminescence, NFATc1 peptide; inhibition, % at 12.5 µM; hit rate 0.43% among 310,000; in the data active means inhibition above about 50%;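 further: plate controls were vehicle with enzyme for no effect and no enzyme for full effect; many of its hits are not listed in these tables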
# KCNQ1 act: potentiators or activators of human KCNQ1 potassium channel | AID 2648 | P51787 | hit rate 0.35% among 310,000 | B-score at 10 µM | CHO-K1 KCNQ1, thallium flux FluxOR fluorescence; active compounds read high;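 active means fluorescence ratio B-score, a plate-corrected score, at least three library SD, with initial intensity B-score within 5 SD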
# Target sequence (P51787 whole entry, looked up): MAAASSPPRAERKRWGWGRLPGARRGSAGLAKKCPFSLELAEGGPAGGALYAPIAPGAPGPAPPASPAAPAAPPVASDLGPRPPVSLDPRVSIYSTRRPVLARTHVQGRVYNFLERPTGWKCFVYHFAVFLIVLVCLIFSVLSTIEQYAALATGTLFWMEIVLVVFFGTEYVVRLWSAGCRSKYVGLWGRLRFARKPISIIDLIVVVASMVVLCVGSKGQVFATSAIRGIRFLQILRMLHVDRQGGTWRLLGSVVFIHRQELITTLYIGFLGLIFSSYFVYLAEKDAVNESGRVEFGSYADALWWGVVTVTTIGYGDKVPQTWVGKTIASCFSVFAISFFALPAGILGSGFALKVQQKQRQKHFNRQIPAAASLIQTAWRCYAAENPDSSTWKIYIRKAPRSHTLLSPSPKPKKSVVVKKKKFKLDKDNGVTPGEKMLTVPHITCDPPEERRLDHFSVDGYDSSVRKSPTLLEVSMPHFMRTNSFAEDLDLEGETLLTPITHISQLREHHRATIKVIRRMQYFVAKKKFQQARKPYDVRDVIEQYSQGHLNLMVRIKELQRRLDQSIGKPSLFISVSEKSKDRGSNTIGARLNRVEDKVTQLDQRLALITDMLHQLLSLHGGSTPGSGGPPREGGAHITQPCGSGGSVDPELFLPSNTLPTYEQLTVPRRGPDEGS
#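 Test system: CHO-K1 cells stably expressing KCNQ1 / Medium: assay buffer / Also added: depolarizing K+/Tl+ stimulus, K2SO4 and Tl2SO4 each 12.5 mM in 5x stock / Incubation: 90 min dye loading and 20 min compound exposure, both at room temperature / Signal: thallium influx via FluxOR fluorescence, kinetic imaging / Evaluation: B score of baseline-normalized fluorescence ratio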
# HDAC3 inh: inhibitors of human histone deacetylase 3; O15379; inhibition, % at 8.3 µM; recombinant HDAC3, fluorogenic peptide/trypsin coupled, fluorescence; AID 2718; hit rate 0.15% among 320,000; in the data active means inhibition above about 26%, passing the limit was not always enough; inconclusive means no clear call, values can overlap the other calls
# KCNQ1 block: inhibitors of human KCNQ1 potassium channel; CHO-K1 KCNQ1, FluxOR thallium flux fluorescence; active compounds read high; B-score at 10 µM; hit rate 1.3% among 310,000;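 active means compounds whose thallium flux B-score, printed positive for inhibition, exceeds three library SD while starting fluorescence stays within three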;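 further: channel opened by potassium depolarization with thallium stimulus after 20 min compound exposure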
# Numbers without * were called inactive; i = inactive; ? = inconclusive; nt = not tested or not shown. This is a subset; count on the stated rates, not on these rows.
nr	SMILES	GSK3A inh	HDAC3 inh	GSK3beta inhib	hERG protect	DYRK1A inh	PolyA inh	KCNQ1 block	KCNQ1 act	KCNK3 inh	KCNK9 inh	RGS4 pot
1	O=C(OCC(=O)c1cccc2ccccc12)c1ccc(CO)cc1	-1	12	-1	-18	-3	i	i	i	i	i	i
2	CCSC1=C(C#N)C(CC(C)C)C2=C(CCCC2=O)N1 (centres undefined)	1	-1	-3	-5	nt	i	i	i	i	i	i
3	O=C(Nc1ccc(-c2csc(Nc3ccc(Cl)cc3)n2)cc1)c1cc([N+](=O)[O-])cc(C(F)(F)F)c1	1	-12	1	-6	1	i	i	i	i	i	i
4	CCc1ccc(N(CC(=O)Nc2nc3ccc(C)cc3s2)S(=O)(=O)c2c(C)noc2C)cc1	-2	-1	-2	-5	4	i	9*	i	i	i	i
5	O=C(CN1C(=O)NC2(CCc3ccccc32)C1=O)c1ccc2c(c1)OCCO2 (centres undefined)	4	5	-2	-16	0	i	i	i	i	i	i
6	O=C(Nc1ccccc1Cl)NC1(C(=O)NCc2cccnc2)CCCCC1	1	-1	2	-8	12	i	i	i	i	i	i
7	Cc1cccc(N(C)S(=O)(=O)c2c[nH]c3ccc([N+](=O)[O-])cc23)c1	nt	nt	-6	-6	19	i	i	i	i	i	i
8	CCOC(=O)C1CCN(C(=O)COc2ccc(Cl)cc2)CC1	-2	-3	0	-3	-1	i	i	i	i	i	i
9	COc1cccc(NC(=O)N2CCC(NC(=O)c3ccco3)CC2)c1	1	5	nt	-12	-3	i	i	i	i	i	i
10	CC(=O)Nc1ccc(S(=O)(=O)N2CCN(C(=O)c3cccnc3)CC2)cc1	-2	3	1	-7	4	i	i	i	i	i	i
11	COC(=O)[C@@H]1C[C@@]2(O)[C@@H](O)[C@@H](O)[C@@H](O)C[C@H]2N1Cc1ccc(Cl)cc1	-1	3	4	-8	9	i	i	i	i	i	i
12	O=C(O)c1cc(-c2ccc3c(c2)OCO3)nc2ccc(Cl)cc12	-6	nt	10	-12	10	i	i	i	i	i	i
13	O=C(O)Cc1ccc(NC(=O)Nc2cccc(Cl)c2)cc1	-9	0	1	-4	5	i	i	i	i	i	i
14	COc1ccc(-c2nn(CCC#N)cc2C(=O)Nc2cccc(C(=O)O)c2)cc1[N+](=O)[O-]	-1	-8	nt	-11	9	i	i	i	i	i	i
15	COc1cccc(-n2nnc3c(=O)n(Cc4c(F)cccc4Cl)cnc32)c1	-2	3	2	-4	3	i	i	i	i	i	i
16	CCCNC(=O)CSCc1nc(-c2ccc(SC)cc2)oc1C	0	-3	-3	-10	-1	i	i	i	i	i	i
17	COC(=O)C1=C(C)NC(=O)C1(NC(=O)c1cccnc1)C(F)(F)F (centres undefined)	-2	-3	-1	-2	2	i	i	i	i	i	i
18	O=C(O)CC12CC3CC(C1)CC(n1ncc(NCc4ccc(F)cc4)c(Cl)c1=O)(C3)C2	3	nt	2	-6	-8	i	i	i	i	i	i
19	COc1cc(OC)c(-c2nnc(-c3ccc(OC)c(OC)c3OC)o2)cc1OC	0	-4	3	-18	-3	i	i	i	i	i	i
20	O=C(Nc1ccc(NC(=O)C23CC4CC(CC(C4)C2)C3)cc1)c1cc(F)c(F)cc1Cl	4	5	-1	-1	1	i	i	i	i	i	i
21	CC(=O)Nc1cccc(NC(=O)COC(=O)C2CC3CCCC(C2)C3=O)c1 (centres undefined)	0	-1	2	-12	0	i	i	i	i	i	i
22	CCc1cccc2c(C(=O)COC(=O)c3ccc([N+](=O)[O-])s3)c[nH]c12	-4	-1	2	-7	-46	i	i	i	i	i	i
23	O=C(NC(Cc1c[nH]c2ccccc12)c1nnc2n1CCCCC2)c1cccs1 (centres undefined)	-3	4	2	0	3	i	i	i	i	i	i
24	CC1CCCC(NC(=O)COC(=O)c2ccc(N(C)C)cc2)C1C (centres undefined)	2	-3	2	-13	-7	i	i	i	i	i	i
25	CCOC(=O)CN1C(=O)C(Sc2n[nH]c(-c3ccc(C)cc3)n2)CCc2ccccc21 (centres undefined)	-4	6	1	-15	6	i	i	i	i	i	i
26	O=C(NCc1nnc(SCC(=O)N2CCCC2)o1)c1ccccc1	-2	-1	-2	-6	3	i	i	i	i	i	i
27	O=C(NC(=S)Nc1ccccc1[N+](=O)[O-])c1ccccc1Cl	-1	-3	2	-5	4	i	i	i	i	i	i
28	CCOC(=O)CS(=O)(=O)c1ccc2ccccc2c1	-1	0	-2	-8	2	i	i	i	i	i	i
29	Cc1ccc(CNC(=O)C(=O)NCC2OCCN2C(=O)c2cccs2)cc1 (centres undefined)	-2	-1	0	-2	-9	i	i	i	i	i	i
30	CCOC(=O)c1c(NC(=O)CN2CCN(C(=O)c3ccco3)CC2)sc(C(N)=O)c1C	0	3	1	-10	0	i	i	i	i	i	i

nr	SMILES	GSK3A inh	HDAC3 inh	GSK3beta inhib	hERG protect	DYRK1A inh	PolyA inh	KCNQ1 block	KCNQ1 act	KCNK3 inh	KCNK9 inh	RGS4 pot
31	O=C(c1ccc(Cl)c([N+](=O)[O-])c1)N1CCN(Cc2ccc3c(c2)OCO3)CC1	-7	-5	6	-6	1	i	i	i	i	i	i
32	c1cnc(Oc2ccc3oc4ccccc4c3c2)nc1	-1	0	1	-8	3	i	i	i	i	i	i
33	c1ccc(CCc2nn3c(Cn4cnc5ccccc54)nnc3s2)cc1	2	-23	2	0	1	i	i	i	i	i	i
34	CCOCCn1ccc2c(OCC(=O)Nc3ccccc3OC)cccc2c1=O	0	6	2	-17	2	i	i	i	-11*	i	i
35	COc1ccccc1-c1cn[nH]c1-c1ccc(O)cc1O	0	-3	-1	-9	0	i	i	i	i	i	i
36	CCn1c(C)c2c([n+]1CC)CC(C)(C)CC2=O	-6	4	-1	-7	nt	i	i	i	i	i	i
37	O=C(C1CCN(S(=O)(=O)c2ccc3ccccc3c2)CC1)N1CCN(c2ncccn2)CC1	-1	-5	nt	-7	5	i	i	i	i	i	i
38	CC1(C)C(=O)C2(CCCCC2)C(=O)OC1c1cccn1-c1ccc([N+](=O)[O-])cc1 (centres undefined)	1	?	1	-8	4	i	i	i	i	i	i
39	Cc1c(C)n(Cc2ccccc2)c2ccc(C(=O)O)cc12	-1	5	0	-8	nt	i	i	i	i	i	i
40	Cc1csc2nc(CNS(=O)(=O)c3ccc(-c4ccccc4)cc3)cn12	0	1	1	-3	7	i	i	i	i	i	i
41	COc1cccc(C(=O)NCc2ccc3c(c2)OCO3)c1	1	-7	-1	-4	16	i	i	i	i	i	i
42	O=C(O)/C=C/c1ccc(-c2cccc(C(F)(F)F)c2)o1	5	7	1	-9	0	i	i	i	i	i	i
43	O=C(/C=C/Nc1ccccc1)c1ccc(Oc2ncccn2)cc1	-2	3	1	-5	2	i	i	i	i	i	i
44	CC(C)CN(/C=N/c1sc2c(c1C#N)CCCCC2)CC(C)C	2	10	0	-15	1	i	i	i	i	i	i
45	CSc1nn(CCc2ccncc2)c(=S)s1	8	-5	4	-7	17	i	i	i	i	i	i
46	Cc1ccccc1CN1C(=O)c2ccccc2Sc2ccc(C(=O)NCCN3CCOCC3)cc21	2	3	-4	-13	4	i	i	i	i	i	i
47	COc1cc(OC)cc(-c2n[nH]c(=S)n2-c2ccc3c(c2)OCO3)c1	-3	-2	-1	-10	-12	i	i	i	i	i	i
48	O=C(Nc1cccc(-n2cnnn2)c1)c1ccccc1Br	5	?	1	-10	14	i	i	i	i	i	i
49	CNC(=O)c1sccc1S(=O)(=O)Cc1c(Cl)cccc1Cl	nt	-5	2	-8	-1	i	i	i	i	i	i
50	CCS(=O)CCSc1nc2ccccc2s1 (centres undefined)	-3	-1	2	-10	-4	i	i	i	i	i	i
51	COC(=O)[C@@H](NC(=O)Nc1ccc2c(c1)OCCO2)C(C)C	-1	6	3	-8	2	i	i	i	i	i	i
52	O=C(CCn1c(=O)oc2ccccc21)NCc1cccs1	-1	0	-1	-1	-2	i	i	i	i	i	i
53	FC(F)(F)c1cc(NCc2cccs2)n2ncnc2n1	0	-4	1	-8	11	i	i	i	i	i	i
54	CCC(C)C(=O)Nc1nnc(SCC(=O)Nc2ccccc2F)s1 (centres undefined)	-1	-2	0	-17	nt	i	i	i	i	i	i
55	CC(=O)Nc1ccc(C(=O)OCC(=O)c2ccc(S(=O)(=O)N3CCCCC3)cc2)cc1	-1	-3	1	-8	1	i	i	i	i	i	i
56	O=c1[nH]c(N2CCN(Cc3ccccc3)CC2)nc2c1CCC2	0	-2	-3	-3	-3	i	i	i	i	i	i
57	O=C(C1CCN(S(=O)(=O)c2ccccc2)CC1)N1CCN(Cc2ccc3c(c2)OCO3)CC1	3	1	1	-11	9	i	i	i	i	i	i
58	O=C(CNCc1ccccc1)Nc1ccc(Oc2ccccc2)cc1	-1	-1	-3	-13	-5	i	i	i	i	i	i

# 6 compounds drawn at random from the list so far:
nr	SMILES	GSK3A inh	HDAC3 inh	GSK3beta inhib	hERG protect	DYRK1A inh	PolyA inh	KCNQ1 block	KCNQ1 act	KCNK3 inh	KCNK9 inh	RGS4 pot
7	Cc1cccc(N(C)S(=O)(=O)c2c[nH]c3ccc([N+](=O)[O-])cc23)c1	nt	nt	-6	-6	19	i	i	i	i	i	i
32	c1cnc(Oc2ccc3oc4ccccc4c3c2)nc1	-1	0	1	-8	3	i	i	i	i	i	i
14	COc1ccc(-c2nn(CCC#N)cc2C(=O)Nc2cccc(C(=O)O)c2)cc1[N+](=O)[O-]	-1	-8	nt	-11	9	i	i	i	i	i	i
26	O=C(NCc1nnc(SCC(=O)N2CCCC2)o1)c1ccccc1	-2	-1	-2	-6	3	i	i	i	i	i	i
52	O=C(CCn1c(=O)oc2ccccc21)NCc1cccs1	-1	0	-1	-1	-2	i	i	i	i	i	i
48	O=C(Nc1cccc(-n2cnnn2)c1)c1ccccc1Br	5	?	1	-10	14	i	i	i	i	i	i
